# ERAP1 inh = ERAP1 (human) enzyme inhibition; Q9NZ08; recombinant ERAP1, Leu-AMC fluorescence, 60 min; inhibition, % at 10.7 µM; hit rate 0.15% among 340,000;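 active means mean replicate inhibition of at least 30%, or all replicates individually reaching that 30% level; inactive means mean below 30% and not every replicate reaching it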;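 further: 0% = neutral control wells and 100% = L-leucinethiol positive control wells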
# miR-122 sensor = inhibitors of miR-122 in Huh7 cells | Huh7 miR-122 Renilla luciferase sensor, 48 h; neutral wells = 0, positive control = 100 | activation (reporter increase), % at 12.5 µM | hit rate 0.3% among 340,000;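 active means mean replicate activation score at least 90 and every replicate individually at or above 90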;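 further: higher luciferase means less miR-122 activity so hits act as miR-122 inhibitors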
# RAD54 branch = inhibitors of human RAD54 branch migration; Q92698; RAD54 Holliday junction branch migration, FAM/BHQ fluorescence; inhibition, % at 10.4 µM; hit rate 0.14% among 360,000; AID 602329;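 active means mean normalized replicate activity at least 40 and at least half of replicates scoring 40 or more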;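 further: 0% = median of neutral control wells and 100% = median of positive control wells; inhibitors cause a drop in the FAM fluorescence signal; in these data hits start at about 50%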
# RAD52 inh = blocks human RAD52 DNA annealing | P43351 | recombinant RAD52 DNA annealing, FRET fluorescence | inhibition, % at 18.7 µM | hit rate 0.46% among 360,000 | AID 651710;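 active means every replicate showing at least 50% inhibition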
# Target sequence (P43351 whole entry, looked up): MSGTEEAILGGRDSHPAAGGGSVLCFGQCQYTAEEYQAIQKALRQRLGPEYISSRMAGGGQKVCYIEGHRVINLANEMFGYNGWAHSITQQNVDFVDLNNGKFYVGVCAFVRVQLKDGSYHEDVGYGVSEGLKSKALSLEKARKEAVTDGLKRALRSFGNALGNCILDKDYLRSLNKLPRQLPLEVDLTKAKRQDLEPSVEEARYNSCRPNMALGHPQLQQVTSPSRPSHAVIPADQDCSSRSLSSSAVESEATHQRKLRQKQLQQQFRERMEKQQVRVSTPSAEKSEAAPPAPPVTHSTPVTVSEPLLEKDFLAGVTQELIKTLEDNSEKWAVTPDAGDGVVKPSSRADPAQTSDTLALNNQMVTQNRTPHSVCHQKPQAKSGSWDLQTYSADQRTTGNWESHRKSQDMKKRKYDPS
# E-selectin induc = E-selectin induction on HUVECs; P16581; activation, % at 7.58 µM; hit rate 0.37% among 260,000; HUVEC E-selectin immunofluorescence imaging; normalized: neutral wells 0, TNF-alpha wells 100; AID 686992;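 active means mean E-selectin-positive cell signal at least 10% of the positive control, reached in at least 60% of replicates, without over 20% cell loss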;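 further: in these data hits start at about 27%; measured in HUVEC primary endothelial cells; signal is the percent of cells scored E-selectin positive by PE staining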
# Target sequence (P16581 whole entry, looked up): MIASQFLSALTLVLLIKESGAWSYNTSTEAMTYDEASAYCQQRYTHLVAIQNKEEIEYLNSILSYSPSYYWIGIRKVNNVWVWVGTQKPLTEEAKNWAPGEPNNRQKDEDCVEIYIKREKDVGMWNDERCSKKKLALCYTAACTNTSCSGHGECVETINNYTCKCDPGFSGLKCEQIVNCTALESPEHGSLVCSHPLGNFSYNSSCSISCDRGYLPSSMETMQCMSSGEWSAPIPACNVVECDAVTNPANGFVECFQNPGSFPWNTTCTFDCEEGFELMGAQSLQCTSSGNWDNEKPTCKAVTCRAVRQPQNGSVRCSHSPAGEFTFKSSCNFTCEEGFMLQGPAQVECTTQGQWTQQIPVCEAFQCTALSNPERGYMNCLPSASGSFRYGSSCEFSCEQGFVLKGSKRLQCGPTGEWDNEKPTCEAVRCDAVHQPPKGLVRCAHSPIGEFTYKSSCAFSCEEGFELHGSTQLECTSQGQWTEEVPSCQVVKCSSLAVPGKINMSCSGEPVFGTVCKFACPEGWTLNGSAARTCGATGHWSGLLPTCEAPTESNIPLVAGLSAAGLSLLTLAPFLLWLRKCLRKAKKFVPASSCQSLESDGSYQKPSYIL
#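 Test system – human umbilical vein endothelial cells (HUVEC), E-selectin induction · Input – 3,000 HUVEC seeded per well · Buffer or medium – EGM-2, gelatin · Compound dosing – single-point compound dose · Detection – immunofluorescence imaging · Measure – percent E-selectin-positive cells · Controls – TNF-alpha high, DMSO low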
# PglD DTNB = PglD (C. jejuni) enzyme inhibition; purified PglD enzyme, DTNB colorimetric CoA detection; inhibition, % at 12.5 µM; hit rate 0.098% among 360,000; AID 602405; in the data active means inhibition above about 16%, passing the limit was not always enough; further: strong numbers were not always called active
# PGC1a acetyl inh = PGC1a acetylation modulation, inhibitor mode; inhibition, % at 15.6 µM; U2OS PGC1a acetylation, AlphaScreen anti-acetyl-lysine; with virally co-expressed GCN5 acetyltransferase; AID 651687; hit rate 0.17% among 350,000;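 active means every replicate shows inhibition of at least 40%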;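 further: 0% = neutral control wells and 100% = positive control wells; some results beyond the cut were filed as inactive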
# Cneo AK release = causes C. neoformans cell lysis | lysis activity, % at 15 µM | hit rate 0.2% among 360,000 | AID 651654 | adenylate kinase release luminescence, 4 h; normalised: neutral wells 0, clomiphene wells 100;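 active means mean lysis activity across replicates of at least 80%, whatever share of replicates individually reach that level; inactive means mean lysis activity below 80%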
#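 Assay system: Cryptococcus neoformans yeast cells / Dosing: single-point compound dose / Timing: 4 h at 37 °C static, read 1 h later / Measured by: luminescence of released adenylate kinase using an AK detection reagent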
# * = called active by the depositor; . = no result given; & = joins results of further samples; [ ] = dose if it differs, or a comment.
SMILES,ERAP1 inh,miR-122 sensor,RAD54 branch,RAD52 inh,E-selectin induc,PglD DTNB,PGC1a acetyl inh,Cneo AK release
CC1=NC(C)Cc2ccccc21 (stereo not given),.,3,-12,.,.,-3,-7,-2
C[C@@H]1CCCCO[C@@H](CN(C)Cc2ccc3c(c2)OCO3)[C@H](C)CN([C@H](C)CO)C(=O)c2cc(NC(=O)c3ccccc3)ccc2O1,1,21[16.7 µM],11,11,0.8,-2,-6,-2
O=C(c1ccccn1)N1C[C@@H]2[C@H](c3ccccc31)[C@H](CO)N2C(=O)Nc1ccccc1Cl,1,8[16.7 µM],4,-9,0.1,3,5,2
C/C=C/c1cc(CN2CCN(c3ccc(OC)cc3)CC2)c(O)c(OC)c1,-3,-6,2,-9,-1.2,-7,-8,-1
C[C@H]1CN([C@@H](C)CO)C(=O)c2ccccc2-c2ccccc2CO[C@H]1CN(C)S(=O)(=O)c1ccccc1C#N,0,.,3,12,-1.8,0,-1,2
COc1ccc(S(=O)(=O)Nc2ccc3c(c2)C(=O)N([C@@H](C)CO)C[C@H](C)[C@H](CN(C)Cc2ccc4c(c2)OCO4)O3)cc1,-1,-2[16.7 µM],2,-3,-0.1,7,2,1
CO[C@@H]1CN(C)C(=O)c2cc(NC(=O)c3ccc(F)cc3)ccc2OC[C@@H](C)N(C(=O)c2ccc(F)cc2)C[C@@H]1C,4,.,0,-1,-0.2,1,0,-9
CCCNC(=O)Nc1ccc2c(c1)OC[C@H](C)N(Cc1ccc(-c3ccccn3)cc1)C[C@@H](C)[C@H](OC)CN(C)C2=O,-2,.,-20,14,0.1,1,0,3
COc1ccc2c(c1)CCc1cc(C(=O)O)sc1-2,-7,-10,-7,-10,0.2,-4,-3,5
Cc1cc(N2CCN(c3ccccn3)CC2)n2c(nc3ccccc32)c1C#N,.,-3,-1,.,.,-1,-6,-9
O=C(Nc1ccccc1N1CCOCC1)c1ccc2c(c1)OCO2,-2,.,.,-14,0.8,.,4,.
Cc1noc(C)c1C(=O)NNc1cc(Cl)ccc1Cl,-2,.,.,-10,0.0,.,-6,.
C[C@H]1CN([C@@H](C)CO)C(=O)c2cc(NS(=O)(=O)c3ccc(F)cc3)ccc2O[C@H]1CN(C)CC1CCCCC1,-3,3[16.7 µM],-2,11,1.4,1,.,35
O=C1C(=O)N(Cc2ccncc2)C(c2ccccc2F)/C1=C(\O)c1ccc2c(c1)OCCO2 (stereo not given),-3,-4,11,-14,.,1,13,0
C[C@H](CO)N1C[C@H](C)[C@@H](CN(C)Cc2ccc(C(F)(F)F)cc2)Oc2ccc(NC(=O)NC3CCCCC3)cc2C1=O,-1,1[16.7 µM],-3,-5,-1.0,0,6,0
c1ccc(C2CC(c3ccccc3)C(c3ccccc3)N2)cc1 (stereo not given),-2,-2,0,-30,-1.2,1,11,3
CCNC(=O)C[C@@H]1CC[C@H]2[C@@H](COc3ccc(NC(=O)Nc4ccccc4Cl)cc3C(=O)N2C)O1,3,-12[16.7 µM],11,2,0.0,-47,0,-1
Cc1ccc(Cc2c(-c3ccc(Cl)cc3)nc3ccc(Cl)cn23)cc1,0,-1,-16,-53,-0.1,1,.,5
CCc1ccc2oc(C(=O)Nc3nonc3CC)c(C)c2c1,-1,1,-3,-11,8.1,-3,0,-1
C[C@@H]1CN([C@@H](C)CO)C(=O)Cc2cc(NC(=O)Nc3ccc(C(F)(F)F)cc3)ccc2O[C@@H]1CN(C)Cc1ccc(C(=O)Nc2ccccc2N)cc1,-3,-7[16.7 µM],1,-2,11,6,-3,6
CNC[C@H]1Oc2ccc(NS(=O)(=O)c3c(C)noc3C)cc2C(=O)N([C@H](C)CO)C[C@H]1C,0,-10[16.7 µM],2,-2,-0.1,-2,4,9
O=c1c2cc(Cl)ccc2[nH]c(=S)n1Cc1cccs1,.,0,1,.,0.9,1,1,19
O=C(C[C@@H]1CC[C@@H](NC(=O)Nc2cc(F)ccc2F)[C@H](CO)O1)NCCCN1CCOCC1,3,.,-2,-5,0.5,1,7,0
COC(=O)c1cccc(-n2cnnn2)c1,.,2,-3,.,.,2,.,-1
COC(=O)n1c(=O)oc2cc(S(=O)(=O)N3CCCCC3)ccc21,.,32,-5,.,.,2,.,3

# Three records picked at random from the list so far:
SMILES,ERAP1 inh,miR-122 sensor,RAD54 branch,RAD52 inh,E-selectin induc,PglD DTNB,PGC1a acetyl inh,Cneo AK release
O=C(C[C@@H]1CC[C@@H](NC(=O)Nc2cc(F)ccc2F)[C@H](CO)O1)NCCCN1CCOCC1,3,.,-2,-5,0.5,1,7,0
Cc1ccc(Cc2c(-c3ccc(Cl)cc3)nc3ccc(Cl)cn23)cc1,0,-1,-16,-53,-0.1,1,.,5
Cc1cc(N2CCN(c3ccccn3)CC2)n2c(nc3ccccc32)c1C#N,.,-3,-1,.,.,-1,-6,-9

# Profiles from above:
# COC(=O)n1c(=O)oc2cc(S(=O)(=O)N3CCCCC3)ccc21 in the list: ERAP1 inh = .; miR-122 sensor = 32; RAD54 branch = -5; RAD52 inh = .; E-selectin induc = .; PglD DTNB = 2; PGC1a acetyl inh = .; Cneo AK release = 3
# C[C@H]1CN([C@@H](C)CO)C(=O)c2ccccc2-c2ccccc2CO[C@H]1CN(C)S(=O)(=O)c1ccccc1C#N in the list: ERAP1 inh = 0; miR-122 sensor = .; RAD54 branch = 3; RAD52 inh = 12; E-selectin induc = -1.8; PglD DTNB = 0; PGC1a acetyl inh = -1; Cneo AK release = 2

# (list continues)
SMILES,ERAP1 inh,miR-122 sensor,RAD54 branch,RAD52 inh,E-selectin induc,PglD DTNB,PGC1a acetyl inh,Cneo AK release
O=C(NC1CCCCC1)N[C@H]1C=C[C@@H](CC(=O)N2CCOCC2)O[C@@H]1CO,1,.,7,4,-0.5,-2,6,93*
CCN1CCN(c2nc(-c3ccccn3)nc3ccccc23)CC1,.,-5,25,.,.,-4,9,-5
COc1ccc(C(O)(C(C)C)C(CN2CCOCC2)c2ccccc2)cc1 (stereo not given),-1,-2,-1,1,0.8,-5,-16,-1
COc1ccc(CS(=O)(=O)CC(C)(O)c2ccc(Cl)cc2)cc1 (stereo not given),0,-2,11,-1,0.1,-8,11,-6
COC(=O)Nc1ccc(OCc2ccccc2)cc1,0,0,0,-5,.,5,2,6
Cc1cc(Cl)c(S(=O)(=O)NCC2CCCO2)cc1OCC(N)=O (stereo not given),.,37,-9,.,.,-2,1,-1
CCN(C(=O)COC(=O)CNS(=O)(=O)c1ccc(C)cc1)C1CCS(=O)(=O)C1 (stereo not given),-1,1,-1,-7,-1.7,-2,9,2
CCC(=O)N1CCN(c2ccc(NC(=O)c3ccco3)cc2)CC1,.,-2,0,.,.,2,-7,0
COCCN(C(=O)CSc1nnc(-c2ccncc2)n1C)c1c(N)n(CC(C)C)c(=O)[nH]c1=O,1,.,0,-6,.,2,8,0
COc1ccc(NC(=O)Nc2ccc3c(c2)CC(=O)N([C@H](C)CO)C[C@@H](C)[C@H](CN(C)Cc2ccc(Cl)c(Cl)c2)O3)cc1,.,-12[16.7 µM],3,.,1.2,4,-3,-2
Cc1cc(N2CCCCC2)c(F)cc1[N+](=O)[O-],.,2,4,.,.,-8,13,3
CS(=O)(=O)N(CC(=O)NN=C1CCCCCC1)c1ccc(Oc2ccccc2)cc1,1,6,9,-8,.,-2,.,0
Cc1ccc(CNC(=O)CSc2nnc3n2CCCCC3)cc1,2,7,-1,-3,-0.2,-1,7,-2
COc1ccc2nc3ccccc3nc2c1NC(=O)c1ccc(Cl)cc1Cl,.,-6,-16,.,0.0,1,-2,1
CCCCn1c(N)c(N(CCOC)C(=O)c2ccc3c(c2)C(=O)N(c2cc(C)ccc2C)C3=O)c(=O)[nH]c1=O,-2,6,1,-7,-0.2,0,8,4
CCC(=O)N(C)C[C@@H]1Oc2ncc(C#Cc3ccncc3)cc2C(=O)N([C@H](C)CO)C[C@H]1C,1,-5[16.7 µM],-5,0,0.7,-6,-14,0
C[C@H]1CN([C@@H](C)CO)C(=O)c2c(c3ccccc3n2C)-c2ccccc2CO[C@H]1CN(C)S(=O)(=O)CC(F)(F)F,-2,.,6,7,3.1,-1,12,-3
C[C@@H]1CCCCO[C@@H](CN(C)Cc2ccc(Cl)c(Cl)c2)[C@@H](C)CN([C@H](C)CO)C(=O)c2cc(NC(=O)CCCN(C)C)ccc2O1,7,5[16.7 µM],14,48,-0.2,1,-3,2
Cc1nc(NC(C)C)c2oc3ccccc3c2n1,.,-6,2,.,.,2,-9,0
CC(C)N1CC(C(=O)Nc2ccc(C#N)cc2)CC1=O (stereo not given),1,-9,-12,-8,.,-12,0,3
COc1cc(NC(=O)c2csc(-c3ccncc3)n2)cc(C(=O)Nc2cccc(C(F)(F)F)c2)c1,.,0&-2,-3&-2,-15&-23,-2.3&-0.2,-3&-2,-15,0&0
COc1ccc(C(=O)Oc2cccnc2)cc1,.,-5,1,.,.,-2,21,0
C[C@H](CO)N1C[C@H](C)[C@H](CN(C)C(=O)Nc2cccc3ccccc23)OCCCC[C@H](C)Oc2ccc(NS(=O)(=O)c3cn(C)cn3)cc2C1=O,.,10[16.7 µM],5,.,0.2,-2,-18,-13
COc1ccc(NC(=O)Nc2ccc3c(c2)C(=O)N([C@@H](C)CO)C[C@@H](C)[C@@H](CN(C)Cc2ccc4c(c2)OCO4)OCCCC[C@H](C)O3)cc1,2,6[16.7 µM],-3,0,0.0,1,-10,52
CCCn1c(SCC(=O)Nc2ccc(OCC)cc2)nnc1C(C)C,.,-1,5,.,.,-2,7,1
SMILES,ERAP1 inh,miR-122 sensor,RAD54 branch,RAD52 inh,E-selectin induc,PglD DTNB,PGC1a acetyl inh,Cneo AK release
Cc1ccc(/C=C2\SC(=S)N(CCCC(=O)Nc3cccnc3)C2=O)cc1,.,-8,-8,.,.,-1,3,0
CC(=O)c1c(C)[nH]c(C(=O)CN2C(=O)NC(C)(C)C2=O)c1C,0,2,-4,-5,.,2,.,-1
COCCn1c(COc2cccc(OC)c2)nnc1SCC(=O)NC1CCCC1,-4,1,3,-7,.,-6,16,-5
CC(C)C(=O)c1cn(CC(=O)NCc2ccco2)c2ccccc12,.,-1,4,.,.,0,-6,2
O=C(CNC(=S)N(Cc1ccccc1)Cc1cccnc1)NCCc1ccccc1,.,-1,-10,.,.,0,4,1
C[C@@H]1CN([C@H](C)CO)C(=O)c2c(c3ccccc3n2C)-c2ccccc2CO[C@H]1CN(C)Cc1ccc2c(c1)OCCN2C,-7&3,0,4,-3&21,-0.1,0,-5&-14,2
CCSc1nnc2c(n1)OC=Nc1ccc(Br)cc1-2,.,0,-2,.,.,4,-10,1
CSc1ccccc1NC(=O)COc1ccc(S(=O)(=O)N2CCCC2)cc1,.,-3,-2,.,0.9,-1,8,1
O=C(Nc1ccncc1)c1cc(-c2cccc(Br)c2)nc2ccccc12,2,18,4,-4,.,6,.,-8
Cc1ccccc1CN1CCN(S(C)(=O)=O)CC1,1,-7,2,-4,.,-2,.,-2
COC(=O)C[C@H]1C[C@H]2c3cc(NS(=O)(=O)c4ccc(OC)cc4)ccc3O[C@H]2[C@@H](CO)O1,.,9[16.7 µM],-25,.,0.1,3,-2,3
COc1cccc(C(O)c2nc(-c3cccc4cccnc34)cs2)c1 (stereo not given),3,-2,7,-22,0.1,0,-3,-4
Cc1ccccc1C(C)(O)c1cnc(C)n1Cc1ccccc1 (stereo not given),2,-25,-3,-7,.,-1,.,0
CCc1ccccc1NC(=O)c1cc(-c2cccc(O)c2)on1,1,-1,1,-13,1.0,7,-4,0
COc1ccccc1C(=O)NCC(=O)OCC(=O)c1cccc2ccccc12,-7,-3,-3,-8,.,-1,.,-2
Cc1ccc2c(c1)NC(=O)C(CC(=O)Nc1ccc(Br)c(C)c1)O2 (stereo not given),-6,8,-1,-5,0.0,-1,-2,-1
